Source: PubChem BioAssay
Hep lipid drop – hepatic lipid droplet formation modulation; inhibition, % at 6.5 µM; hit rate 0.4% among 240,000; AML12 mouse hepatocytes, oleate lipid droplets, BODIPY imaging; AID 1656;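 active = lipid droplet intensity inhibited by at least 50%, with more than 500 cells counted; inconclusive = wells with under 300 cells, treated as cytotoxic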
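material = mouse AML12 hepatocyte cell line, fixed after treatment | also added = 100 µM oleic acid challenge | doses = compound at 6.5 µM only | schedule = overnight exposure | technique = Image-based BODIPY and DAPI two-channel analysis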
Rac1 GTP hydrolysis – MgcRacGAP GTPase-activating activity inhibitors, confirmation, biochemical, ADP Hunter fluorescence. hit rate 0.6% among 340,000. AID 624330. inhibition, % at 30 µM, or IC50 in µM where a hit was titrated. MgcRacGAP-stimulated Rac1 GTP hydrolysis, ADP Hunter fluorescence; higher % means a stronger effect; GST-tagged Rac1 F28L mutant substrate;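 active = first-screen hits whose inhibition reached a set limit at any dose in the follow-up dose series; inconclusive = inhibition above the set first-screen limit but never retested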;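 note: fluorescence reports GDP produced by GAP-driven GTP hydrolysis; strong numbers were not always called active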
SV40 large T antigen – SV40 large T antigen inhibitors, biochemical (AID 1903); SV40 large T antigen ATPase/helicase inhibition assay; higher % means a stronger effect; inhibition, % at 20 µM; hits with a dose series show IC50 in µM; hit rate 0.39% among 310,000; in the data active = a potency from the dose series; inconclusive = inhibition mostly from about 32% at the one dose, without a potency; inactive = the rest, 99 in 100 with inhibition below about 32%; note: strong numbers were not always called active
NTR1 agonist – NTR1-driven beta-arrestin-GFP spot formation – imaging, U2OS cells, high content, primary screen (AID 493036); P30989; agonist mode; activation, % at 20 µM; hit rate 0.17% among 330,000;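 active = activation at or above 40% of the spot to cytoplasm intensity ratio, with at least 20 cells analyzed; inconclusive = wells under 20 cells, flagged as cytotoxic or low count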;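 note: 0% = DMSO without peptide and 100% = 100 nM NTR1 peptide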
Target sequence (P30989 whole entry, looked up): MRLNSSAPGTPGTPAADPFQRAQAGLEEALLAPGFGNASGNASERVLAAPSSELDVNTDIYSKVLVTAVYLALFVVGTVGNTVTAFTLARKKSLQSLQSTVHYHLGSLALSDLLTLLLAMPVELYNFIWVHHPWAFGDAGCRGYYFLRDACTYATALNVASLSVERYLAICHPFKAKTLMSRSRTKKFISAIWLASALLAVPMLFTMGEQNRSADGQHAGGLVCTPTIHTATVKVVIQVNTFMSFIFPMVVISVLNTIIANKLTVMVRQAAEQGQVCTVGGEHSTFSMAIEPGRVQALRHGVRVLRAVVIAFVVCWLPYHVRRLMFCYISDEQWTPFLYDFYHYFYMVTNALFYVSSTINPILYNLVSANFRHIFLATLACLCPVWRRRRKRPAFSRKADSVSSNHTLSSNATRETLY
GPR55 LPI antagonism – inhibition of LPI-stimulated GPR55 beta-arrestin translocation – imaging, U2OS, beta-arrestin-GFP, LPI agonist, primary screen (AID 2013) | inhibition, % at 10 µM, or IC50 in µM where a hit was titrated | U2OS GPR55 beta-arrestin-GFP translocation imaging, LPI antagonism; higher % means a stronger effect | hit rate 0.13% among 290,000;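 active = spots per cell inhibited over 60%, with over 100 cells counted and total cytoplasm intensity under 500,000; inconclusive = wells with under 100 cells, flagged as likely toxic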;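 note: U2OS cells stably carrying GPR55 and arrestin-GFP stimulated by 5 µM LPI near EC80; imaged beta-arrestin-GFP aggregate spots per cell after agonist stimulation; plate controls were LPI-stimulated DMSO wells for no effect and DMSO wells without LPI for full effect; some results filed as inactive read as strong as hits; confirmed hits need IC50 under 10 µM and bright autofluorescent wells are also inconclusive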
GPR55 activation – GPR55 agonists via beta-arrestin recruitment, primary screen, imaging, U2OS cells, beta-arrestin-GFP redistribution (AID 1961); U2OS GPR55 beta-arrestin-GFP redistribution imaging; higher % means a stronger effect; activation, % at 10 µM, or EC50 in µM where a hit was titrated; hit rate 0.048% among 290,000;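 active = activation above 40% with more than 50 cells counted in the well; inconclusive = wells holding fewer than 50 cells, flagged as toxic or sparse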;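 note: U2OS osteosarcoma cells stably expressing GPR55 and beta-arrestin-GFP; plate controls were DMSO negative control for no effect and LPI positive control for full effect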
GPR35 antagonists – inhibition of zaprinast-stimulated GPR35 beta-arrestin translocation – imaging, U2OS, beta-arrestin-GFP, zaprinast agonist, primary screen (AID 2058). U2OS GPR35 beta-arrestin-GFP translocation imaging, zaprinast antagonism; higher % means a stronger effect. hit rate 0.052% among 290,000. inhibition, % at 10 µM; hits with a dose series show IC50 in µM;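 active = inhibition of at least 50% with at least 30 cells and total cytoplasm GFP at most 10,000,000; inconclusive = under 30 cells or total GFP of 10,000,000 plus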
T cell HTS – T cell immune modulators affecting CD8 T cell-vesicle binding | calls only at 7 µM | 2C CD8+ T cell-vesicle binding, flow cytometry; active compounds read low | AID 2052 | hit rate 0.068% among 330,000;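 active = response, share of CD8 T cells binding vesicles, and their 90th percentile fluorescence all below set limits, cut at about 80% in these data, passing the limit was not always enough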
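incubation = binding step 1.5 h, 37 °C, antibody labelling 20 min, ice | test system = 2C mouse CD8+ T cells | read-out basis = percent CD8+ FL2 mean versus row control | controls = Peptide-free naked vesicles (low) and QL9 vesicles with 0.7% DMSO vehicle (high) | detection = flow cytometry of vesicle-bound cells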
LYP phosphatase – inhibitors of LYP phosphatase, biochemical, fluorescence intensity, uHTS (AID 1779) | recombinant LYP phosphatase, fluorescence intensity; higher % means a stronger effect | one-dose inhibition, % at 11.5 µM; IC50 in µM for titrated hits | hit rate 0.054% among 290,000; in the data active = inhibition above about 50%;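 note: plate controls were vehicle with enzyme for no effect and no enzyme for full effect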
Hep lipid drop cells 6.5 µM – further read-out of Hep lipid drop, marked with its call; cell count; measured here: cell count, cytotoxicity flag;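 cells counted across two imaged fields per well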
T cell HTS vesicle-bound % – also measured in T cell HTS; calls as there; double positive events, %; measured here: CD8+ vesicle-bound cell fraction;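 binding gate set so that unloaded-vesicle control wells show 10% double positive cells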
NTR1 agonist cell count 20 µM – second read-out of NTR1 agonist, no call of its own (marks repeat the call); cell count; measured here: cell count, cytotoxicity flag
Numbers without * were called inactive; i = inactive; ? = inconclusive; / = not tested or not shown. The order is random, and some 1.8% of all compounds hit somewhere here.

SMILES	Hep lipid drop	Hep lipid drop cells 6.5 µM	Rac1 GTP hydrolysis	SV40 large T antigen	NTR1 agonist	NTR1 agonist cell count 20 µM	GPR55 LPI antagonism	GPR55 activation	GPR35 antagonists	T cell HTS	T cell HTS vesicle-bound %	LYP phosphatase
Cc1ccc(S(=O)(=O)NC(CC(=O)O)c2ccc(F)cc2)cc1 (centres undefined)	-4	821	9%	2%	-0.8	52	-20%	-0.3%	-6%	i	60	-6%
Cc1ccc(NC(=O)COC(=O)Cc2cccs2)cc1S(=O)(=O)N1CCOCC1	0	768	4%	2%	-0.6	70	-3%	0.0%	3%	i	57	-7%
COc1ccc(C(=O)OCn2nnc3ccccc3c2=O)cc1[N+](=O)[O-]	-25	708	1%	12%	1.4	90	4%	-0.8%	10%	i	33	-4%
CCOc1ccccc1NC(=O)c1cccc(NC(=O)C(C)C)c1	41	641	2%	2%	1.9	76	7%	0.1%	3%	i	63	-8%
Nc1cc(C(F)(F)F)ccc1NCCc1ccccn1	/	/	23%	23%	-0.3	103	6%	0.6%	12%	i	32	3%
CCOC(=O)c1sc(NC(=O)CSc2nc(C)cc(C(F)(F)F)n2)c(C#N)c1C	2	817	22%	21%	3.3	63	14%	-0.2%	10%	i	10	0%
COP1(=O)C=C[C@H](N(Cc2ccccc2)S(=O)(=O)c2ccccc2[N+](=O)[O-])[C@@H](C)O1 (some centres undefined)	-1	666	5%	9%	0.9	57	2%	0.0%	0%	i	33	-12%
Nc1nc(-c2ccc3c(c2)CCO3)cs1	21	687	8%	24%	0.4	49	-4%	0.7%	-2%	i	46	0%
Cc1nc(N)nc(N/N=C/c2ccccc2)n1	-15	778	-6%	20%	2.3	64	-5%	0.5%	1%	i	17	-3%
COc1ccc(C(=O)NC(=S)N2CCCCC2c2cccnc2)cc1OC (centres undefined)	/	/	6%	23%	-1.7	92	-8%	-0.1%	-11%	i	60	-3%
c1ccc2c(N3CCCCC3)nnc(N3CCCCC3)c2c1	1	798	/	15%	/	/	-2%	0.0%	-1%	/	/	-9%
Cc1nccn1-c1c([N+](=O)[O-])c(=O)n(C)c2ccccc12	-2	710	8%	28%	1.6	77	10%	1.0%	-6%	i	20	-11%
Cc1cc(Nc2ccc(F)c(Cl)c2)n2nc(C)nc2n1	48	776	1%	5%	0.6	55	3%	0.3%	-21%	i	63	-10%
CCn1c(SCc2ccc(C(=O)Nc3cc(C)cc(C)c3)cc2)nnc1-c1ccncc1	-1	676	16%	8%	-1.2	45	8%	0.1%	1%	i	21	0%
CN(NC(N)=O)c1ncc(C(F)(F)F)cc1Cl	-25	722	5%	4%	-2.1	52	10%	0.3%	-8%	i	37	-2%
Cc1nnc(NC(=O)c2cccc(S(=O)(=O)N3CCc4ccccc43)c2)s1	9	754	11%	8%	1.5	52	12%	0.0%	-3%	i	43	-2%
CCCn1nc2cc(C(=O)NCc3ccc(C)cc3)ccc2c1OCC	/	/	4%	2%	-2.3	100	-12%	-0.1%	11%	i	53	-8%
O=C(/C=C/c1ccc([N+](=O)[O-])cc1)Nc1cccc(C(=O)Nc2ccccc2C(=O)O)c1	-4	835	3%	5%	/	/	-4%	-0.4%	23%	i	65	-8%
CCc1ccccc1NC(=O)CC1SCCNC1=O (centres undefined)	4	725	7%	8%	-1.2	65	-5%	-0.4%	-8%	i	52	-7%
O=S(=O)(Nc1ncccn1)c1ccc(NS(=O)(=O)c2cc(Cl)ccc2Cl)cc1	-1	607	0%	-2%	-0.7	84	12%	0.0%	1%	i	52	-9%
COCCCNC(=O)c1ccc(CS(=O)(=O)c2ccc(Br)cc2)o1	/	/	0%	3%	-0.7	56	5%	-0.1%	-12%	i	30	-9%
O=C(NCC1CCCO1)c1ccc2c3n(nc2c1)-c1ccccc1CO3 (centres undefined)	/	/	11%	6%	-5.2	51	-27%	1.0%	-14%	i	20	-6%
CC(C)CC1(C)NC(=O)N(CCN2C(=O)c3ccccc3C2=O)C1=O (centres undefined)	/	/	5%	-3%	-0.3	60	8%	0.7%	9%	i	44	-5%
Cc1cc(NC(=O)COC(=O)C2CCN(S(=O)(=O)c3c(Cl)cccc3Cl)CC2)no1	8	766	15%	-2%	-0.6	39	0%	-0.1%	-2%	i	20	-3%
COc1cccc(C(CNC(=O)C(c2ccccc2)c2ccccc2)N(C)C)c1 (centres undefined)	-2	800	2%	8%	1.0	62	0%	0.3%	-3%	i	46	-6%
COC(=O)C1=C(C)N(Cc2ccccc2)C(=O)N[C@H]1c1cccs1	/	/	10%	0%	1.6	88	14%	-0.2%	-7%	i	16	-7%
Cc1ccc(-c2nc(-c3ccncc3)no2)cc1Cl	7	871	6%	4%	0.0	58	6%	-0.1%	12%	i	56	-10%
O=C(O)CC1S/C(=N/N=C/c2ccc(-c3ccccc3[N+](=O)[O-])o2)NC1=O (centres undefined)	-13	675	21%	8%	3.0	96	4%	6.5%	-6%	i	18	-4%
Cc1cc(C(=O)COC(=O)CNC(=O)c2ccco2)c(C)n1Cc1ccco1	7	643	9%	5%	-0.5	46	-13%	-0.1%	-2%	i	17	-7%
CC1=Nc2ccc(C)cc2/C1=C/c1c(N)n2c(S(=O)(=O)C(C)C)nsc2nc1=O	4	740	0%	21%	/	/	-2%	0.0%	-2%	/	/	5%
O=C(Nc1ccccc1C(F)(F)F)N1CCCC1c1cccnc1 (centres undefined)	1	683	4%	14%	1.5	45	-1%	-0.2%	-1%	i	38	-9%
Cc1cccn2c(=O)c3cc(C(=O)NCCN4CCOCC4)c(=N)n(Cc4ccc(F)cc4)c3nc12	-74	631	15%	13%	1.9	63	24%	-0.1%	16%	i	23	-31%
CSc1nc(-c2ccco2)cc(C(F)(F)F)c1C#N	-5	752	9%	5%	3.8	82	2%	-0.4%	-13%	i	29	-2%
CC(=O)/C(C#N)=C1\NC(=O)C(Cc2ccc(C)c(Cl)c2)S1 (centres undefined)	-4	771	4%	15%	-0.8	61	8%	-0.3%	-4%	i	59	3%
CC1(C)C(=O)C2(CCCCC2)C(=O)OC1c1ccc(O)cc1 (centres undefined)	5	739	5%	6%	-1.2	66	13%	-0.1%	-12%	i	9	0%
O=C(Nc1nnc(COc2ccc(F)cc2)s1)c1ccco1	-7	711	/	6%	-0.3	41	7%	0.3%	-6%	i	34	-4%
CCOC(=O)c1sc(Nc2ccc(C)cc2C)nc1C	-8	754	12%	-6%	-1.6	77	-1%	0.2%	-9%	i	35	2%
Cc1ccc(CNC(=O)c2ccc(Cl)cc2[N+](=O)[O-])cc1	/	/	4%	10%	0.1	66	-3%	0.0%	18%	i	28	2%
COC(=O)c1sc(=S)n(-c2cc(F)ccc2F)c1N	/	/	5%	10%	-0.2	59	-27%	0.3%	10%	i	18	7%
Cc1cccc(NC(=O)C2(c3ccccc3)CC2(Cl)Cl)c1 (centres undefined)	/	/	4%	7%	1.0	85	-3%	-0.1%	6%	i	40	-7%
Cc1cccn2cc(CSc3nnc(Nc4ccc(C(C)C)cc4)s3)nc12	-3	675	6%	1%	3.1	93	-3%	0.1%	0%	i	60	-2%
FC(F)(F)c1ccc(Sc2n[nH]c(C(F)(F)F)n2)nc1	10	702	5%	9%	-0.7	44	1%	0.2%	4%	i	31	-6%
Nc1ccc2c(c1)OC1(CCCCC1)O2	17	790	23%	5%	/	/	-1%	-0.3%	-2%	/	/	-3%
COCCn1c(SCC(=O)N2CC(=O)Nc3ccccc32)nc2ccccc21	11	679	2%	1%	2.2	47	8%	?	2%	i	47	-4%
NC(=O)N/N=C/C=C/c1ccc(F)cc1	-4	743	3%	11%	0.2	57	0%	0.3%	6%	i	33	5%
O=C1c2ccccc2CCC1C(O)c1ccccn1 (centres undefined)	/	/	4%	-3%	-0.6	92	0%	-0.1%	-6%	i	14	2%
COc1ccc(-c2cc(-c3ccc(Br)cc3)nc3ncnn23)cc1OC	7	718	1%	5%	0.9	41	19%	0.0%	-3%	i	61	-1%
Cn1nc(C(=O)NCc2ccccc2)c2ccccc2c1=O	-1	808	7%	4%	-2.2	94	14%	-0.1%	3%	i	45	1%
COc1ccc2nc(N3CCCCC3)c(/C=C3\SC(=S)NC3=O)cc2c1	-15	695	4%	19%	0.9	42	1%	0.8%	2%	i	50	2%
CCOc1ccc(CN2CCN(Cc3c[nH]c4ccccc34)CC2)cc1	2	854	93µM*	6%	0.2	62	8%	0.0%	0%	i	26	1%
Cc1cnc(SCc2cnc(C)nc2N)nc1	16	694	-1%	3%	2.9	68	12%	-0.1%	-2%	i	45	-5%
CCN(Cc1ccncc1)Cc1nc(CC2CC2)no1	3	710	9%	11%	-0.6	89	0%	0.5%	-2%	i	55	-9%
Fc1ccc(COc2cccc(-c3n[nH]c(=S)o3)c2)cc1	3	688	9%	9%	-1.0	78	3%	-0.3%	10%	i	86	-2%
CC(C)C(=O)Nc1cc(-c2nc3ncccc3o2)ccc1Cl	-2	821	10%	11%	-0.1	71	-1%	-0.2%	13%	i	27	-3%
CSc1ccc(CCNC(=O)CSc2ccsc2[N+](=O)[O-])cc1	/	/	-1%	-1%	-1.0	77	11%	-0.1%	1%	i	8	0%
COc1ccc(C/C(C)=N/NC(=S)Nc2ccc(C)c(C)c2)cc1	-46	495	8%	4%	-1.1	48	4%	-0.3%	0%	i	23	8%
